Rab9 promoter act: activates the Rab9 promoter | 320,000 compounds, 2.8% hits | AID 485297 | Potency, µM (highest dose often 9.22 µM), for the others: at the top dose activation, negative = inhibition, most hits filed as activators | Huh7 Rab9 promoter-luciferase reporter, luminescence, 24 h; also: % of control where 0% means no effect; nearly all actives have a fitted effect of over 60% in size
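Cell-based reporter: Huh7 stable for Rab9 promoter-driven luciferase, plated in reduced-serum medium with 10% FBS at 1500 cells/well, compound-treated 24 h at 37 °C, luminescence read after 10 min reagent.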
Gal4-VP16 FLuc: Gal4-VP16 reporter inhibition counter-screen; Drosophila S2 Gal4-VP16 UAS-luciferase, luminescence, 20 h; Potency, µM (series often up to 53.6 µM), without a hit: at the highest dose activity, negative = inhibition, actives largely listed as inhibitors; 310,000 compounds, 3.5% hits; AID 2546;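 also: Gal4-VP16 expression switched on by copper sulfate through the metallothionein promoter; % is scaled to controls: 0 for no effect and ±100 for the full control effect; nearly all actives have a fitted effect of over 50% in size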
RORgamma inh: blocks mouse ROR gamma transcriptional activity | P51450 | Drosophila S2 Gal4-RORgamma UAS-luciferase reporter, 20 h | Potency, µM (top dose mostly 53.6 µM), without a hit: top-dose activity change, negative = inhibition, actives largely listed as inhibitors | 310,000 compounds, 5.4% hits | AID 2551; also: % is scaled to controls: 0 for no effect and ±100 for the full control effect; nearly all actives have a fitted effect of over 60% in size
Target sequence (P51450 whole entry, looked up, the tested form may be a part): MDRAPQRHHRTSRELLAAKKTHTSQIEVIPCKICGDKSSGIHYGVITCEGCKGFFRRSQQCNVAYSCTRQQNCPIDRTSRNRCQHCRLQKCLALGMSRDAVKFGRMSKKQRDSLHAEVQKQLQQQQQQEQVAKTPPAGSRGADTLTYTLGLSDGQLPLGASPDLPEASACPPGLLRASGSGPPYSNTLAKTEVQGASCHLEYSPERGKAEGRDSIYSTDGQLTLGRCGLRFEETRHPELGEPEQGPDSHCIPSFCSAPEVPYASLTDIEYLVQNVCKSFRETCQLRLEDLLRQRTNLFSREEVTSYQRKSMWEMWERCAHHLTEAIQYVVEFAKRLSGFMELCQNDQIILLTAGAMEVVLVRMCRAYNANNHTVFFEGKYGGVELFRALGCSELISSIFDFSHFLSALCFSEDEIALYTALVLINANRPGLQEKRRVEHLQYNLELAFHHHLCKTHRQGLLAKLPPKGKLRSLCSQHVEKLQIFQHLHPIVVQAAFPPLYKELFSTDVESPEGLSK
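Compounds are pin-transferred onto Drosophila Schneider cells expressing a copper-inducible Gal4–ROR gamma transactivation domain fusion. After 1 hr, copper sulfate is added to 700 uM final; luciferase is read 20 hr later.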
CXXC DNA block: blocks binding of human MLL CXXC domain to DNA; Q03164; MLL-CXXC / FITC-HOXA9 DNA fluorescence polarization; Potency, µM (series often up to 115 µM), inactives show top-dose activity change, negative = inhibition, most hits filed as inhibitors; 290,000 compounds, 0.037% hits; active = well fitted inhibition curve with a large enough effect in the polarisation, with a control signal flat, not every such curve was filed as active; inconclusive = small, poorly fitted or top-dose-only effect, or effect the other way, or a change in a side signal; inactive = no such curve, though single readings can be large or run the other way; the % refers to the polarisation
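Purified MLL-CXXC (added from a 7 uM solution) was preincubated 5 min at ambient with pinned compounds in 50 mM Tris-HCl pH 7.5, 50 mM NaCl, 1 mM DTT, 0.05% BSA. Fluorescein-labeled HOX-A9 DNA (50 nM solution) followed, 30 min, then polarization read.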
uPA generation: blocks generation of uPA at the cell surface; cell surface uPA generation assay, qHTS; Potency, µM (series often up to 38.3 µM), for inactives: at the top dose activity change, negative = inhibition, hits mostly inhibitors; 330,000 compounds, 0.31% hits; AID 540303; active = well fitted inhibition curve with a large enough effect; inconclusive = small, poorly fitted or top-dose-only effect; inactive = no such curve, though single readings can be large or run the other way; tested in mouse RAW 264.7 cells; also: % is scaled to controls: 0 for no effect and ±100 for the full control effect; nearly all actives have a fitted effect of over 55% in size
p53 reactivation: restores transcriptional activity of mutant p53; H1299 p53-A138V BP100-luciferase reporter, luminescence, 24 h; Potency, µM (doses to about 92.2 µM), inactives show at the highest dose activity change, positive = activation, most hits filed as activators; 320,000 compounds, 0.063% hits; also: % of control where 0% means no effect; nearly all actives have a fitted effect of over 45% in size
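p53-null H1299 cells stably carrying temperature-sensitive p53-A138V and a BP100-luciferase reporter were pinned with compounds (4-point, 1:5 series) and held 24 hrs at 37 deg C. Luminescence was read 10 min after detection reagent.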
ELG1 genotoxic: inducers of genotoxicity in HEK293T ELG1-luciferase cells; 330,000 compounds, 1.3% hits; AID 504466; Potency, µM (doses to about 46 µM), for inactives: top-dose activity change, positive = activation, usual class: activators; HEK293T ELG1-luciferase reporter, luminescence, 16 h; also: % of control where 0% means no effect; nearly all actives have a fitted effect of over 60% in size
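Genotoxic stress is detected as increased luminescence from luciferase-tagged ELG1 in HEK293T cells, measured with ONE-Glo after a 16 hr treatment at 37 °C.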
NPC1 promoter act: NPC1 promoter activation | 320,000 compounds, 2.4% hits | Huh7 NPC1 promoter luciferase reporter, 24 h | AID 485313 | Potency, µM (series often up to 9.22 µM), for inactives: at the highest dose activation, hits mostly activators;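 also: % of control where 0% means no effect; nearly all actives have a fitted effect of over 60% in size; reporter is driven by a mutant NPC1 promoter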
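Cells: Huh7 expressing luciferase under the NPC1 promoter, 1500/well. Seeded 2 h, compound added, incubated 24 h at 37 °C. Luciferase reagent, 10 min ambient, then luminescence.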
FLuc counter: inhibits or activates purified firefly luciferase, miR-21 counter-screen | 360,000 compounds, 6.9% hits | Potency, µM (highest dose often 57.5 µM), inactives show at the highest dose activity change, negative = inhibition, hits mostly inhibitors | purified FLuc, Km substrates, luminescence inhibition | AID 588342 | P08659;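 also: plate controls were vehicle for no effect and reference inhibitor for full effect; nearly all actives have a fitted effect of over 55% in size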
Target sequence (P08659 whole entry, looked up): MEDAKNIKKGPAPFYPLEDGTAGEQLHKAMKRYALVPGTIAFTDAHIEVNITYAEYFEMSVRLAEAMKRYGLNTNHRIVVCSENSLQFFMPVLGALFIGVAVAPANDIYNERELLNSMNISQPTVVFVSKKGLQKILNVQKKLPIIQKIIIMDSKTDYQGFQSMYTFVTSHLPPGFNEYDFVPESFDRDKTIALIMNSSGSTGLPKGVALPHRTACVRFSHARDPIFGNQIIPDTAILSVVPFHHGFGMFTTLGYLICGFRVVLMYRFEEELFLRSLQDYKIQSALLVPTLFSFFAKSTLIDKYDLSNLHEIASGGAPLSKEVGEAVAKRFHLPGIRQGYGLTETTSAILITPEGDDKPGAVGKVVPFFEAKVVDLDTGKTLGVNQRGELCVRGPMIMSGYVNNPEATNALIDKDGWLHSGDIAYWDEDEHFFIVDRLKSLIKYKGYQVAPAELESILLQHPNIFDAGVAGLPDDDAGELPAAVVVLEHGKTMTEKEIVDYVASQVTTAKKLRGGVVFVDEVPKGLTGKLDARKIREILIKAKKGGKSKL
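Purified P. pyralis luciferase (10nM final) with 10uM D-luciferin and 10uM ATP (Km levels) in 50mM Tris acetate pH 7.5, 10mM Mg acetate, 0.01% Tween-20, 0.05% BSA; qHTS 6-point titration, ~60 µM downward; luminescence read.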
MBNL1-CUG inh: inhibitors of human MBNL1 binding to CUG repeat RNA; Potency, µM (doses to about 57.5 µM), for inactives: top-dose activity change, negative = inhibition, most hits filed as inhibitors; 280,000 compounds, 0.036% hits; TR-FRET MBNL1-His/biotin-(CUG)12 binding, 665/545 ratio; Q9NR56; active = well fitted inhibition curve with a large enough effect in the signal ratio, with a control signal flat, not every such curve was filed as active; inconclusive = small, poorly fitted or top-dose-only effect, or effect the other way, or a change in a side signal; inactive = no such curve, though single readings can be large or run the other way; the % refers to the signal ratio; also: % is scaled to controls: 0 for no effect and ±100 for the full control effect
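TR-FRET between His-tagged MBNL1 and biotin-(CUG)12 RNA, detected with Tb anti-His antibody (0.055 ng/ul) and streptavidin-XL665 (5 nM), 60 min at room temperature. Compounds titrated 92 nM to 58 uM; 665/545 nm ratio normalized to buffer and complex controls.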
BRCA1 expr up: activators of BRCA1 expression. MCF7-BRCA1-FFLuc reporter, luminescence, 48 h; response scale: scaled: vehicle 0%, 10 µM genistein 100%. Potency, µM (series often up to 46.1 µM), inactives show at the highest dose activation, hits mostly activators. 380,000 compounds, 1.1% hits. AID 624202; also: nearly all actives have a fitted effect of over 80% in size; some results filed as inactive show a strong effect at the top dose
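Using MCF7 cells harboring a BRCA1 firefly luciferase reporter, plated 2 h before compound pinning, the screen measured luminescence after 48 h incubation. Responses were normalized to DMSO and 10 microM genistein, then fitted for concentration-effect.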
Active calls of the source: *; ? = inconclusive; nt = not tested or not shown; [ ] = another dose, or the depositor's remark. Unless noted, calls follow the shape of the dose curve; as a rule, active = well fitted curve in the direction sought with a large enough effect; inconclusive = small, poorly fitted or top-dose-only effect, or another doubt; inactive = no such curve, though single readings can be large; an effect the other way counts as inactive or inconclusive. Potency is read from the fitted curve at half-maximal effect. These rows are one share of the data, so the mix of outcomes need not match the whole.

molecule	Rab9 promoter act	Gal4-VP16 FLuc	RORgamma inh	CXXC DNA block	uPA generation	p53 reactivation	ELG1 genotoxic	NPC1 promoter act	FLuc counter	MBNL1-CUG inh	BRCA1 expr up
Cc1ccc(-n2nc(C(=O)c3ccccc3)n3c(=O)cc(-c4ccccc4)nc23)cc1	7.9%	1.1%	-25.0%	27.4%	4.1%	29.7%	-0.6%	-6.9%	-2.9%	5.6%	0.8%
O=S(=O)(Nc1cccnc1)c1ccc(F)cc1	-2.5%	-6.4%	6.0%	3.6%	0.7%	nt	-0.2%	1.3%	4.7%	-11.3%	5.4%
O=C(CSc1nnc(NC(=O)CN2CCOCC2)s1)Nc1ccccc1	0.5%	5.6%	1.4%	15.1%	0.6%	-3.9%	-1.1%	-4.0%	3.1%	-12.5%	-27.6%
O=S(=O)(c1ccccc1)c1nc(NCc2cccnc2)sc1Cl	0.9%	-3.6%	32.2%	-1.9%	6.3%	-2.8%	-2.2%	-0.7%	6.0%	-2.1%	-16.7%
Cn1c(=O)oc2cc(S(=O)(=O)N3CCCC(C(=O)NCc4ccc5c(c4)OCO5)C3)ccc21 (stereo not drawn)	-10.3%	-28.7%	7.6%	7.7%	6.8%	1.6%	0.8%	-4.6%	7.2%	-20.8%	0.0%
COc1cccc(C(=O)NNC(=O)Cc2ccc([N+](=O)[O-])cc2)c1	-1.0%	11.3%	23.1%	2.7%	2.5%	-6.4%	4.3%	1.4%	3.1%	4.7%	4.3%
CC(C)c1nnc(SCC(=O)Nc2ccc3c(c2)OCCO3)n1C	1.8%	-3.4%	-5.1%	?	11.6%	1.1%	3.8%	-7.7%	2.1%	-1.5%	-14.9%
CCN(CC(=O)Nc1cc(Cl)ccc1C)C(=O)COc1ccccc1F	-1.5%	-17.5%	1.3%	-0.9%	-0.6%	-1.1%	-3.2%	-0.2%	2.5%	-1.0%	-32.2%
CCOC(=O)C1CCCN(CCC(=O)Nc2ccc(Br)cc2)C1 (stereo not drawn)	9.1%	-1.5%	-7.0%	-5.4%	0.3%	?	-4.4%	-0.5%	-4.2%	4.5%	-22.1%
CCN1C(=O)[C@H]2[C@@H](c3ccc(C)cc3)N3C(=O)N(c4cccc(Br)c4)C(=O)[C@@]3(CC)[C@H]2C1=O	3.5%	nt	nt	nt	4.0%	1.4%	1.7%	-3.4%	5.5%	nt	-8.6%
Cc1ccc(N2C(=O)CSC2=S)cc1C	-4.7%	-17.8%	-18.7%	?	-11.0%	6.1%	-3.8%	-6.1%	6.2%	6.2%	-11.9%
CCn1c(=O)n(CC)c2cc(N3CCCC3)c(NC(=O)c3ccccc3)cc21	-6.1%	-7.3%	-6.2%	0.7%	-2.6%	-13.4%	-6.0%	-2.4%	4.0%	?	-29.0%
Cc1ccc(Cc2nnc(SCC(=O)Nc3ccccc3Cl)[nH]c2=O)cc1	4.3%	nt	nt	nt	1.0%	14.8%	-7.1%	1.0%	3.3%	nt	-20.3%
O=C(OCCOCCN=C1NS(=O)(=O)c2ccccc21)c1ccccc1	13.3%	-1.3%	22.2%	13.9%	-1.7%	-5.2%	0.0%	-2.8%	0.6%	5.0%	-31.8%
CC(=O)Nc1ccc(NC(=O)Nc2ccc(C)cc2C)cc1	-3.4%	3.1%	-15.8%	6.0%	2.6%	-1.1%	-0.8%	-2.0%	2.7%	-3.4%	18.0%
Cc1ccc2nc(NC(=S)NC(=O)c3ccc(OC(C)C)cc3)sc2c1	0.4%	?	?	-21.9%	-1.0%	-36.9%[inhibitor]	-0.8%	-17.7%	?	16.6%	20.5%
O=S(=O)(Nc1cccc(S(=O)(=O)N2CCCC2)c1)c1ccc(Cl)s1	-4.5%	nt	nt	nt	-0.5%	-3.0%	-0.7%	1.2%	nt	nt	-6.3%
Cc1ccc(C(=O)N2CCCC(Nc3ccc(F)c(F)c3)C2)cn1 (stereo not drawn)	-2.4%	11.6%	4.7%	10.1%	-8.5%	1.1%	-1.0%	-4.3%	1.8%	-2.8%	0.4%
O=c1c2ccccc2nc2n1C1(CCCCC1)Cc1ccccc1-2	1.7%	6.1%	13.3%	11.2%	-5.0%	1.9%	-5.6%	-3.9%	-1.5%	-0.4%	1.7%
CCC(Sc1nc2ncccc2[nH]1)C(=O)NCCc1ccccc1 (stereo not drawn)	-1.7%	-3.2%	-9.7%	-14.4%	-1.1%	10.3%	-1.5%	-1.2%	0.2%	-5.2%	-14.1%
Fc1ccc(N=C2NN=C(c3cc(F)ccc3F)CS2)cc1	?	?	?	-1.2%	-23.0%	?	-2.7%	11.4%	23.9µM*	7.2%	-59.5%
O=C(N/N=C/c1ccccn1)c1ccccc1	3.55µM*	-12.4%	16.5%	1.3%	-6.3%	?	?	?	10.7µM*	11.1%	76.4%
Cc1ccc2c(c1)c1c(n2CC(O)CN2C(=O)CNC2=O)C(=O)CCC1 (stereo not drawn)	1.4%	-3.5%	-2.9%	-10.6%	14.0%	-2.3%	?	-0.9%	-0.1%	31.6%[activator]	1.3%
O=C(N/N=C\c1cn(-c2ccccc2)nc1-c1ccccc1)c1ccc(Br)o1	13.5%	3.98µM*	1.41µM*	21.5%	-9.8%	9.6%	-20.7%	0.0%	?	-9.8%	-58.6%
C=C(C)Cn1c(SCC(=O)N/N=C/c2c(O)ccc3ccccc23)nc2ccccc2c1=O	-4.0%	2.51µM*	0.631µM*	30.8%[activator]	1.5%	10.6%	1.9%	4.2%	1.3%	nt	-92.2%[inhibitor]
O=C(OCc1ccccc1)c1cccnc1Cl	-2.9%	8.3%	17.0%	14.4%	9.2%	10.3%	1.3%	3.0%	-9.5%	nt	-4.1%
CCOC(=O)CCc1c(C)nc(SCC(=O)O)c(C#N)c1C	-5.7%	-0.2%	-13.2%	2.5%	3.3%	-2.6%	1.6%	2.8%	-0.6%	1.6%	12.3%
C=CCn1c(SCC(N)=O)nnc1-c1ccccc1O	10.7%	-3.1%	8.5%	-3.2%	-0.4%	-0.5%	-5.8%	-1.1%	-1.1%	-15.4%	4.9%
O=C(COc1ccccc1)NCC1COc2ccccc2O1 (stereo not drawn)	11.2%	-10.3%	16.8%	7.8%	-0.2%	4.2%	5.0%	1.1%	-0.7%	-3.6%	-8.5%
Cc1nn(CC(=O)Nc2ccccn2)c(C)c1Br	-1.2%	-0.2%	4.7%	1.2%	7.8%	0.3%	1.6%	-2.8%	0.1%	-5.3%	-4.4%
Cc1ccc(S(=O)(=O)N2CCn3cccc3C2C)cc1 (stereo not drawn)	-0.9%	nt	nt	nt	0.1%	2.8%	-0.4%	1.5%	4.3%	nt	-31.7%
COc1cc(C2C(C(=O)c3ccc(C)o3)=C(O)C(=O)N2c2cc(C)on2)ccc1OCc1ccccc1 (stereo not drawn)	0.1%	2.2%	9.3%	2.6%	-9.8%	3.2%	-1.1%	-1.6%	0.1%	0.9%	-1.1%
Cc1cc2c(c(=O)n1-c1ccccc1)C1O[C@](c3ccsc3)(Cc3cc(C#N)ccc31)O2	0.7%[1.84 µM]	-4.2%[10 µM]	17.0%[10 µM]	1.3%[23 µM]	nt	nt	nt	0.5%[1.84 µM]	1.4%[11.5 µM]	10.4%[11.5 µM]	nt
Cc1cc(C)c(S(=O)(=O)N2CCCOC2CNC(=O)C(=O)NCc2ccncc2)c(C)c1 (stereo not drawn)	-6.0%	-14.3%	18.1%	-1.9%	1.2%	-0.7%	-0.3%	0.5%	-1.7%	-2.9%	-7.3%
Cn1ccnc1SCC(=O)Nc1ccc2c(c1)OCO2	?	2.9%	9.4%	10.2%	?	11.1%	?	12.9%	?	nt	34.9%
COCc1cc(C)nc(SCC(=O)Nc2cccc(C)c2C)c1C#N	-3.0%	3.8%[0.365 µM]	-12.8%	5.6%	-5.0%	-2.6%	3.2%	-1.8%	-1.6%	-2.0%	12.6%
CC(C)CCCN1CCN=C1Nc1ccccc1	0.3%	-2.8%	-16.0%	17.3%	-4.6%	10.7%	-2.2%	1.9%	2.4%	6.2%	0.0%

From PubChem
